BioA inh: BioA (M. tuberculosis) enzyme inhibition; purified M. tuberculosis BioA enzyme, plate reader; AID 602481; 360,000 tested, 0.096% active; inhibition, % at 9.99 µM; in the data active means inhibition above about 40%
* = called active by the depositor.

SMILES	BioA inh
C[C@H](CO)N1C[C@H](C)[C@@H](CN(C)Cc2ccc(Oc3ccccc3)cc2)Oc2ccc(NC(=O)C3CC3)cc2CC1=O	-2.5
C[C@H](CO)N1C[C@H](C)[C@H](CN(C)Cc2ccccc2)OCCCC[C@H](C)Oc2ccc(NC(=O)c3ccccc3)cc2C1=O	0.8
O=C(C[C@@H]1CC[C@H](NS(=O)(=O)c2ccccc2)[C@H](CO)O1)NCc1ccc(Cl)c(Cl)c1	-2.4
CC(C)c1cn(CC[C@H]2CC[C@@H](NC(=O)C3CCCCC3)[C@@H](CO)O2)nn1	1.7
Cc1noc(C)c1NC(=O)N(C)C[C@@H]1Oc2ccc(N(C)C)cc2CC(=O)N([C@@H](C)CO)C[C@@H]1C	-1.5
COC(=O)C[C@@H]1CC[C@H]2[C@H](COc3ccc(NC(=O)c4cnccn4)cc3C(=O)N2C)O1	0.2
C[C@H](CO)N1C[C@H](C)[C@H](CN(C)CC2CC2)Oc2cc(-c3cccnc3)ccc2S1(=O)=O	-0.2
CN(C)C(=O)c1ccc(-c2ccc([C@H]3[C@@H](C#N)N(C(=O)Nc4ccccc4F)[C@H]3CO)cc2)cc1	-2.4
CN1C(=O)c2cc(NC(=O)c3cccs3)ccc2OC[C@@H]2O[C@@H](CC(=O)N3CCCCC3)CC[C@@H]21	2.0
C[C@@H]1CN([C@H](C)CO)C(=O)Cc2cc(NC(=O)Cc3ccccc3)ccc2O[C@H]1CN(C)CC1CC1	-0.9
C[C@H](CO)N1C[C@H](C)[C@@H](CN(C)Cc2ccc(C(F)(F)F)cc2)Oc2ccc(NS(=O)(=O)c3ccc(F)cc3)cc2C1=O	-0.2
Cc1noc(C)c1S(=O)(=O)N(C)C[C@H]1Oc2c(NS(=O)(=O)c3cn(C)cn3)cccc2C(=O)N([C@H](C)CO)C[C@H]1C	-0.4
COc1cccc(C#Cc2ccc3c(c2)O[C@H](CN(C)C)[C@H](C)CN([C@@H](C)CO)S3(=O)=O)c1	2.1
C[C@H](CO)N1C[C@H](C)[C@@H](CN(C)C(=O)C2CCC2)Oc2cc(C#Cc3ccncc3)ccc2S1(=O)=O	2.1
Cc1ccccc1S(=O)(=O)N1CC[C@@H]2[C@H]1c1cc(-c3ccc(C#N)cc3)ccc1N(C)[C@H]2CO	0.1
C[C@@H]1CN([C@@H](C)CO)C(=O)Cc2cc(NS(=O)(=O)c3cn(C)cn3)ccc2O[C@@H]1CN(C)CC1CCCCC1	1.1
CO[C@H]1CN(C)C(=O)c2ccc(NC(=O)c3ccc(-c4ccccc4)cc3)cc2OC[C@@H](C)NC[C@H]1C	0.6
COc1ccc(NC(=O)N[C@@H]2CC[C@H](CCNC(=O)c3cc(Cl)cc(Cl)c3)O[C@H]2CO)cc1	-3.3
CCCNC(=O)N[C@H]1C=C[C@H](CC(=O)NC2CCC2)O[C@@H]1CO	-1.2
COCC(=O)Nc1ccc2c(c1)C(=O)N(C)[C@H]1CC[C@@H](CC(=O)NCCc3ccncc3)O[C@H]1CO2	-1.7
Cc1noc(C)c1NC(=O)N(C)C[C@H]1Oc2ccc(NC(=O)NC3CCCCC3)cc2CC(=O)N([C@@H](C)CO)C[C@@H]1C	-2.9
C[C@H](CO)N1C[C@H](C)[C@@H](CN(C)S(C)(=O)=O)OCCCC[C@H](C)Oc2ccc(NC(=O)CCCN(C)C)cc2C1=O	-1.9
COc1cccc(C(=O)Nc2ccc3c(c2)OC[C@@H](C)N(CCc2ccccc2)C[C@H](C)[C@@H](OC)CN(C)C3=O)c1	0.5
COc1cccc(-c2cnc3c(c2)C(=O)N([C@H](C)CO)C[C@@H](C)[C@H](CN(C)Cc2ccc(F)cc2)O3)c1	3.5
CC(C)C#Cc1ccc([C@@H]2[C@H]3CN(C(=O)NC(C)C)CCCCN3[C@H]2CO)cc1	8.1

Six compounds out of the list, sorted by formula weight, lowest first.
SMILES	BioA inh
CCCNC(=O)N[C@H]1C=C[C@H](CC(=O)NC2CCC2)O[C@@H]1CO	-1.2
COc1cccc(C#Cc2ccc3c(c2)O[C@H](CN(C)C)[C@H](C)CN([C@@H](C)CO)S3(=O)=O)c1	2.1
COc1ccc(NC(=O)N[C@@H]2CC[C@H](CCNC(=O)c3cc(Cl)cc(Cl)c3)O[C@H]2CO)cc1	-3.3
COc1cccc(C(=O)Nc2ccc3c(c2)OC[C@@H](C)N(CCc2ccccc2)C[C@H](C)[C@@H](OC)CN(C)C3=O)c1	0.5
Cc1noc(C)c1S(=O)(=O)N(C)C[C@H]1Oc2c(NS(=O)(=O)c3cn(C)cn3)cccc2C(=O)N([C@H](C)CO)C[C@H]1C	-0.4
C[C@H](CO)N1C[C@H](C)[C@@H](CN(C)Cc2ccc(C(F)(F)F)cc2)Oc2ccc(NS(=O)(=O)c3ccc(F)cc3)cc2C1=O	-0.2

Laid out differently: entries from further up.
C[C@H](CO)N1C[C@H](C)[C@H](CN(C)Cc2ccccc2)OCCCC[C@H](C)Oc2ccc(NC(=O)c3ccccc3)cc2C1=O
- BioA inh: 0.8

COc1ccc(NC(=O)N[C@@H]2CC[C@H](CCNC(=O)c3cc(Cl)cc(Cl)c3)O[C@H]2CO)cc1
- BioA inh: -3.3

Cc1noc(C)c1NC(=O)N(C)C[C@H]1Oc2ccc(NC(=O)NC3CCCCC3)cc2CC(=O)N([C@@H](C)CO)C[C@@H]1C
- BioA inh: -2.9

Back to the main list with the 2 entries that preceded the break.
SMILES	BioA inh
COc1cccc(-c2cnc3c(c2)C(=O)N([C@H](C)CO)C[C@@H](C)[C@H](CN(C)Cc2ccc(F)cc2)O3)c1	3.5
CC(C)C#Cc1ccc([C@@H]2[C@H]3CN(C(=O)NC(C)C)CCCCN3[C@H]2CO)cc1	8.1
Cn1cnc(CCNC(=O)[C@@H]2[C@@H](CO)[C@@H]3Cn4c(cccc4=O)[C@@H]3N2C(=O)Nc2ccccc2)c1	-0.4
C[C@H]1CN([C@@H](C)CO)C(=O)c2cccc(NS(=O)(=O)c3ccc(Cl)cc3)c2O[C@@H]1CN(C)S(=O)(=O)c1ccc(F)cc1	2.4
COCCNC(=O)C[C@@H]1C=C[C@H](NS(=O)(=O)c2ccc(C)cc2)[C@@H](CO)O1	-3.5
COc1cccc(S(=O)(=O)Nc2ccc3c(c2)[C@H]2C[C@H](CC(=O)NCc4ccc(Cl)cc4)O[C@H](CO)[C@H]2O3)c1	1.5
CCC(=O)NC[C@H]1[C@H](c2ccc(C3=CCCC3)cc2)[C@H](CO)N1C(C)=O	-1.1
C#CCNC(=O)C1=C[C@@H](c2cn(C(C)=O)c3ccccc23)[C@H](CCCO)[C@@H](OCC)O1	2.4
O=S(=O)(N[C@H]1CC[C@H](CCn2cc(-c3ccc(F)cc3)nn2)O[C@@H]1CO)c1ccccc1F	-1.1
O=C(C[C@@H]1C=C[C@@H](NS(=O)(=O)c2ccc(F)cc2)[C@H](CO)O1)NCCN1CCCCC1	1.3
O=C(N[C@@H]1C=C[C@@H](CC(=O)N2CCc3ccccc3C2)O[C@@H]1CO)C1CCC1	0.9
C[C@@H]1CCCCO[C@@H](CN(C)Cc2ccncc2)[C@H](C)CN([C@H](C)CO)C(=O)c2cc(NC(=O)Nc3ccccc3)ccc2O1	1.2
C[C@H](CO)N1C[C@H](C)[C@@H](CN(C)S(=O)(=O)c2ccc(Cl)cc2)Oc2ccc(NS(=O)(=O)c3cccs3)cc2CC1=O	-1.0
C/C=C/c1ccc2c(c1)O[C@H](CN(C)C(=O)Nc1ccc(C(F)(F)F)cc1)[C@@H](C)CN([C@@H](C)CO)S2(=O)=O	2.3
C[C@H]1CN([C@@H](C)CO)C(=O)c2cccc(NS(=O)(=O)c3ccc(Cl)cc3)c2O[C@H]1CN(C)Cc1ccc(-c2ccccc2)cc1	-0.3
C[C@@H]1CN([C@H](C)CO)C(=O)c2cccc(NC(=O)NC3CCCCC3)c2O[C@H]1CN(C)S(=O)(=O)c1ccc(Cl)cc1	-2.4
O=C(C[C@@H]1CC[C@@H]2[C@H](COC[C@@H](O)CN2CC2CCOCC2)O1)NCc1ccc(Cl)cc1	-0.4
C[C@H](O)C#Cc1cnc2c(c1)C(=O)N([C@@H](C)CO)C[C@H](C)[C@H](CN(C)C(=O)Cc1ccccn1)O2	-3.1
C=CCN1C(=O)[C@]2(O[C@H](CCn3cc(CCO)nn3)[C@@H]([Si](C)(C)c3ccc(OC)cc3)[C@@H]2C)c2cc(N3CCOC3=O)ccc21	1.9
CCC(=O)N1[C@H](CO)[C@@H]2c3ccccc3N(S(=O)(=O)c3ccccc3F)C[C@@H]21	-0.6
C[C@H]1CN([C@@H](C)CO)S(=O)(=O)c2ccc(C#CC3CCCC3)cc2O[C@@H]1CN(C)C(=O)Nc1cc(F)ccc1F	-1.8
C[C@@H]1CN([C@@H](C)CO)C(=O)c2cc(C#CC3(O)CCCC3)cnc2O[C@@H]1CN(C)C(=O)C1CCC1	-2.0
COc1ccccc1CN1C[C@@H](C)[C@@H](OC)CN(C)C(=O)c2cc(NC(C)=O)ccc2OC[C@@H]1C	-3.6
Cn1cnc(S(=O)(=O)N[C@@H]2CC[C@@H](CC(=O)Nc3ccccc3)O[C@H]2CO)c1	4.1
C[C@@H]1CCCCO[C@@H](CN(C)C(=O)c2ccncc2)[C@@H](C)CN([C@@H](C)CO)C(=O)c2cc(NC(=O)NC3CCCCC3)ccc2O1	1.7
O=C([C@H]1[C@H](CO)[C@H]2Cn3c(cccc3=O)[C@@H]1N2CC1CCCC1)N1CCc2ccccc2C1	1.3
C=CCNC(=O)[C@@H]1[C@H]2C(=O)O[C@H](c3ccccc3)[C@H](c3ccccc3)N2[C@H](c2ccccc2OCCO)[C@@]12C(=O)N(C(=O)OCCOC)c1ccccc12	0.7
(more compounds)
SMILES	BioA inh
C[C@H](CO)N1C[C@H](C)[C@H](CN(C)Cc2cccc(C(F)(F)F)c2)OCc2cn(nn2)CCCC1=O	-1.5
CN(C)C(=O)C[C@H]1CC[C@H](NC(=O)NC2CCCCC2)[C@H](CO)O1	-4.2
O=C(C[C@H]1C[C@H]2c3cc(NC(=O)C4CCOCC4)ccc3O[C@H]2[C@H](CO)O1)NCc1ccc(Cl)cc1	-2.2
C[C@@H]1CN([C@@H](C)CO)C(=O)c2cc(NC(=O)Cc3ccccc3)ccc2O[C@@H]1CN(C)Cc1ccc(C(=O)O)cc1	3.5
O=C(C[C@H]1C[C@@H]2c3cc(NC(=O)NC4CCCC4)ccc3O[C@@H]2[C@H](CO)O1)NCc1ccc(-c2ccccc2)cc1	-1.0
CNC[C@@H]1Oc2ccc(NC(=O)NC(C)C)cc2CC(=O)N([C@@H](C)CO)C[C@@H]1C	-4.1
OC[C@H]1[C@@H](c2ccc(C#CC3CC3)cc2)[C@@H]2CN(CCC(F)(F)F)CCCCN12	-0.4
Cc1ccc(S(=O)(=O)N(C)C[C@@H]2OCCCC[C@@H](C)Oc3ccc(NC(=O)Nc4c(C)noc4C)cc3C(=O)N([C@H](C)CO)C[C@@H]2C)cc1	1.1
O=S(=O)(c1ccccc1F)N1CC[C@@H]2[C@H](CO)Nc3ccc(C4=CCCCC4)cc3[C@@H]21	2.2
Cc1ccc(S(=O)(=O)N[C@@H]2CC[C@H](CCn3cc(-c4cccnc4)nn3)O[C@@H]2CO)cc1	3.0
COc1ccc(S(=O)(=O)N(C)C[C@@H]2OCCCC[C@@H](C)Oc3ccc(NC(=O)NC(C)C)cc3C(=O)N([C@H](C)CO)C[C@H]2C)cc1	-1.5
C[C@@H]1CN([C@@H](C)CO)C(=O)c2cc(-c3cccc(C#N)c3)cnc2O[C@@H]1CN(C)Cc1ccccc1	4.1
Cc1ccc(S(=O)(=O)N[C@H]2CC[C@H](CC(=O)NCCCN(C)C)O[C@H]2CO)cc1	-1.4
COc1cccc(C#Cc2ccc3c(c2)O[C@@H](CN(C)S(=O)(=O)c2ccccc2F)[C@@H](C)CN([C@@H](C)CO)S3(=O)=O)c1	0.6
C[C@@H]1CN([C@H](C)CO)C(=O)c2cc(NS(C)(=O)=O)ccc2O[C@H]1CN(C)S(=O)(=O)c1ccc(F)cc1	-0.3
CC=Cc1ccc2n(c1=O)C[C@@H]1[C@@H](CO)[C@H](C(=O)NCC)N(Cc3nccs3)[C@H]21 (mixture of isomers)	-3.3
C[C@@H]1CCCCO[C@H](CN(C)CC2CC2)[C@@H](C)CN([C@H](C)CO)C(=O)c2cc(NC(=O)Nc3cccc4ccccc34)ccc2O1	-0.6
O=C(C[C@@H]1CC[C@H]2[C@@H](COC[C@@H](O)CN2C(=O)c2ccccc2F)O1)NCc1ccc(-c2ccccc2)cc1	0.7
CC(C)CC#Cc1ccc2c(c1)O[C@@H](CN(C)Cc1ccncc1)[C@H](C)CN([C@@H](C)CO)S2(=O)=O	-4.4
CN1CCN(C(=O)[C@@H]2[C@@H](CO)[C@@H]3Cn4c(cccc4=O)[C@H]2N3Cc2ccncc2)CC1	-1.6
O=C(C[C@H]1C=C[C@H](NC(=O)c2cccc(F)c2)[C@@H](CO)O1)NCc1ccccc1	-1.4
CCCc1cn(CC[C@@H]2CC[C@@H](NC(=O)C3CCOCC3)[C@H](CO)O2)nn1	-0.7
OC[C@@H]1[C@@H](c2ccc(-c3cccnc3)cc2)[C@H]2CN(CC3CCOCC3)CCCCN12	1.0
C[C@H]1CN([C@@H](C)CO)C(=O)c2c(c3ccccc3n2C)-c2ccccc2CO[C@@H]1CN(C)C(=O)[C@H]1CCCN1C	-1.3
C[C@@H]1CCCCO[C@@H](CN(C)S(=O)(=O)c2cccs2)[C@H](C)CN([C@@H](C)CO)C(=O)c2cc(NS(=O)(=O)c3ccccc3)ccc2O1	-2.4
(continued)
SMILES	BioA inh
CCCNC(=O)N1[C@H](C#N)[C@H](c2ccc(-c3cccc(OC)c3)cc2)[C@H]1CO	-0.4
CCCN(C)C[C@H]1OCCCC[C@@H](C)Oc2ccc(NC(=O)Cc3ccccc3)cc2C(=O)N([C@H](C)CO)C[C@H]1C	0.2
Cc1cccc(-c2ccc([C@H]3[C@@H](CO)N4CCCCN(S(=O)(=O)c5ccccc5F)C[C@H]34)cc2)c1	2.0
O=C(Nc1ccccc1F)N1C[C@H]2[C@@H](c3ccccc31)[C@@H](CO)N2C(=O)c1ccc(F)cc1	1.2
O=C(Cc1ccccc1)N1C[C@H]2[C@@H](c3ccccc31)[C@@H](CO)N2C(=O)C1CCOCC1	-1.0
C[C@@H]1CCCCO[C@@H](CN(C)Cc2ccc3c(c2)OCO3)[C@H](C)CN([C@H](C)CO)C(=O)c2cc(NC(=O)Nc3ccc(F)cc3)ccc2O1	2.3

Bioassay records as filed in PubChem.

A portion of the library. The share of hits here may be higher or lower than overall.
